Source: PubChem BioAssay
tim10-1 inh = growth inhibitors of tim10-1 mutant yeast, primary screen, luminescence, uHTS; S. cerevisiae tim10-1 ts strain growth, BacTiter-Glo, 24 h; inhibition, % at 20 µM; 330,000 tested, 2.2% active;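 active = inhibition of at least 40%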;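 also: mutant grown at 25 °C; 0% = DMSO wells with yeast and 100% = wells holding no yeast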
APJ antagonist = antagonists of human apelin receptor APJ, primary screen, CHO-K1 cells, beta-arrestin complementation, luminescence. inhibition, % at 20 µM. P35414. 330,000 tested, 0.32% active;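 active = inhibition above about 40% at 20 µM, limit read from the data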;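 also: cells challenged with 10 nM apelin-13 agonist together with compound; plate controls were apelin-13 plus DMSO wells for no effect and DMSO wells lacking apelin-13 for full effect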
Target sequence (P35414 whole entry, looked up): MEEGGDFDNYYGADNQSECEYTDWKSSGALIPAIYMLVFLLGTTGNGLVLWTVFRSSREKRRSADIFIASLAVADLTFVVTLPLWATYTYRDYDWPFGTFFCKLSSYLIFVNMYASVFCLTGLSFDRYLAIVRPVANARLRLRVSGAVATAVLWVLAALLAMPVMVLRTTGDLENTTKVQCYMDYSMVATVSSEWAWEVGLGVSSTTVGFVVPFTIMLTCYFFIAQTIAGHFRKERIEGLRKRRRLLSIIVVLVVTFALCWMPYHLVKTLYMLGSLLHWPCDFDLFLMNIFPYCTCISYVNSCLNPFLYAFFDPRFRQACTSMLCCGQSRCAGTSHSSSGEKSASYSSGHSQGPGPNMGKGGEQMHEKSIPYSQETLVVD
MIN6 prolif = inducers of MIN6 beta-cell proliferation, primary screen, ATP luminescence, uHTS; 330,000 tested, 0.29% active; AID 2380, 2010; proliferation, % at 10 µM; MIN6 cells proliferation, ATPlite luminescence, 48 h; cells starved in 0.2% serum; 100% = growth in 10% serum;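 active = compounds whose signal lies at least 3.5 SD above the mean of all wells on their plate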;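 also: 0% = DMSO-treated cells in low-serum medium and 100% = 10% serum control; some compounds called inactive have numbers as strong as hits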
GRIN3A LBD mod = binders of NR3A ligand-binding domain, primary screen, biophysical, differential scanning fluorimetry, uHTS; NR3A LBD differential scanning fluorimetry, Tm shift; 0% = protein alone, 100% = glycine-bound protein; Tm shift relative to glycine control, % at 25 µM; AID 1259313, 2017; 340,000 tested, 2.5% active;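 active = melting temperature shift of at least 10% of the positive control shift, at one fixed dose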
TIM10 inh = growth inhibitors of isogenic TIM10 control yeast, primary screen, counter-screen for tim10-1 yeast inhibitor project, luminescence, uHTS; S. cerevisiae TIM10 strain growth, BacTiter-Glo luminescence, 24 h; inhibition, % at 10 µM; AID 463195, 2010; 330,000 tested, 1.4% active;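 active = inhibition of 40% or more at the single tested concentration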;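 also: wild-type TIM10 isogenic control strain grown at permissive 25 °C; 0% = DMSO yeast wells and 100% = minimal medium wells without yeast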
MPTP inh = mitochondrial permeability transition pore inhibitors, primary screen, biochemical, isolated mouse mitochondria, absorbance. Ca2+ swelling absorbance, 30 min. AID 602449, 2012. 360,000 tested, 1.4% active. inhibition, % at 10 µM;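 active = inhibition of 50% or more, scaled per plate between neutral and stimulator controls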;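 also: 0% = DMSO wells given calcium and 100% = 1 mM EGTA wells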
NALP3 yeast inh = NALP3 inflammasome inhibitors in reconstituted yeast, primary screen, luminescence, uHTS; Yeast reconstituted NLRP3/ASC/caspase-1, beta-gal luminescence, 24 h; inhibition, % at 10 µM; 330,000 tested, 0.39% active;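 active = inhibition of 50% or more; inactive = inhibition below 50%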;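 also: plate controls were induced DMSO wells for no effect and uninduced yeast grown without galactose for full effect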
tim23-1 inh = growth inhibitors of tim23-1 mutant yeast, primary screen, luminescence, uHTS; AID 463212, 2010; S. cerevisiae tim23-1 growth, BacTiter-Glo luminescence, 24 h; inhibition, % at 20 µM; 330,000 tested, 1.3% active;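 active = growth inhibition of the mutant yeast at or above 50%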;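 also: temperature-sensitive mutant grown at 25 °C; plate controls were DMSO-treated mutant yeast for no effect and medium wells lacking yeast for full effect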
APJ ag = agonists of human apelin receptor APJ, primary screen, CHO-K1 cells, PathHunter beta-arrestin, luminescence. activation, % at 20 µM. 330,000 tested, 0.11% active. P35414. 0% DMSO wells, 100% apelin;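 active = activation more than six SD over the plate average, tested at 20 µM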;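 also: 0% = DMSO alone and 100% = apelin-13 at 10 nM; some results filed as inactive read as strong as hits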
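system = engineered CHO-K1 APJ arrestin reporter cells | input = 1000 cells per well | timing = overnight seeding, 90 min compound at 25 °C, 1 h detection | measured by = enzyme-fragment complementation luminescence | read-out = beta-arrestin recruitment to APJ as agonist activity, luminescent signal | control set = negative DMSO alone, positive Apelin-13 at 10 nM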
* hit, by the source's call; · = no result given.

SMILES | tim10-1 inh | APJ antagonist | MIN6 prolif | GRIN3A LBD mod | TIM10 inh | MPTP inh | NALP3 yeast inh | tim23-1 inh | APJ ag
Cn1cc(-c2ccc(Cl)cc2)cc(C#N)c1=O | 15 | 0 | -2 | 1 | 11 | 0.2 | -15 | 6 | 0
CCOc1ccc(Cl)cc1CNCCCSc1nc(C)cc(C)n1 | -26 | 2 | -5 | -6 | 0 | -0.7 | 21 | -18 | -3
O=S(=O)(Nc1ccc(O)c2ccccc12)c1cccs1 | 12 | -43 | -6 | -1 | 29 | 0.2 | 28 | 57* | -2
COc1ccc(-n2c(=O)c3c4c(sc3n(CC(N)=O)c2=O)CCCCC4)cc1 | 8 | 15 | 2 | 1 | 10 | 2.8 | 17 | 6 | -1
Cc1cccc(N2CCN(C(=O)c3cccc(NC4=NC5CS(=O)(=O)CC5S4)c3)CC2)c1C (stereo unspecified) | -7 | 6 | 0 | -2 | -3 | -0.7 | -4 | -8 | -3
C=CCn1c(COc2ccccc2F)nnc1SCC(=O)Nc1cc(C)on1 | 15 | 8 | 1 | -2 | -20 | 0.7 | 12 | -10 | -4
Cc1ccccc1NC(=O)Cc1nc(COC(=O)c2ccccn2)cs1 | 11 | -6 | -1 | 1 | 7 | -1.0 | 10 | 2 | -4
COc1ccccc1NC(=O)C1=C(C)Nc2nnnn2C1c1ccncc1 (stereo unspecified) | 15 | 11 | 4 | 1 | 11 | -0.1 | 6 | 4 | -6
CCCOc1ccc(Cc2c(O)nc(SC)[nH]c2=O)cc1 | -9 | 17 | -1 | 2 | -7 | 0.1 | 8 | 3 | -2
O=C(N/N=C/c1cc(Br)cs1)C(O)c1ccccc1 (stereo unspecified) | 4 | 7 | 0 | -2 | -5 | -0.6 | 1 | 21 | -3
C/C=C/c1ccc(OCC(=O)Nc2cc(S(=O)(=O)N3CCOCC3)ccc2N2CCCC2)c(OC)c1 | 12 | -20 | 1 | -2 | 17 | -0.9 | 15 | 16 | -8
O=[N+]([O-])c1ccc(/C=N/Nc2ncc(-c3ccccc3)cn2)cc1 | -3 | -8 | -3 | -1 | -31 | -1.3 | 16 | -4 | -4
Cc1cccn2c(=O)c3cc(C(=O)NC4CCCC4)c(=N)n(CCc4ccccc4)c3nc12 | 1 | 14 | -6 | -1 | -8 | -0.8 | 11 | 8 | -3
CCN(CCCNS(=O)(=O)c1ccc2c(c1)CCN2C(C)=O)c1cccc(C)c1 | 4 | -3 | -1 | -11 | -6 | 2.2 | 7 | 0 | 0
CCCC(=O)n1nc(-c2ccc(Cl)cc2)nc1SC | 9 | 0 | 0 | 2 | 19 | -1.6 | 18 | 13 | -3
Oc1ccccc1CN1CCCC(N2CCc3ccccc3C2)C1 (stereo unspecified) | -15 | 20 | -2 | 1 | -1 | 0.3 | 20 | 5 | -3
CN(Cc1ccccc1)C(=O)CCS(=O)(=O)c1ccc2c(c1)oc(=O)n2C | 20 | 9 | 6 | -1 | 0 | -0.8 | 5 | 14 | -2
Cc1coc2cc3oc(=O)c(CCC(=O)NCC(=O)O)c(C)c3cc12 | -7 | 8 | -2 | 0 | 9 | -0.3 | -9 | 3 | -2
Nc1nc(Nc2cccc(F)c2)nc(NCCO)c1[N+](=O)[O-] | -38 | 17 | 3 | 1 | -4 | 2.0 | 17 | 10 | 2
CC(=NC(C)C)C1=C(O)C(C)OC1=O (stereo unspecified) | -4 | 12 | -3 | -2 | 4 | -0.2 | 7 | 5 | -2
COc1ccc(N(C)S(=O)(=O)c2ccc3c(c2)CC(C)N3C(=O)C2CC2)c(OC)c1 (stereo unspecified) | 25 | 5 | -3 | 0 | 17 | 0.9 | -4 | 38 | -3
COc1cc(-n2c(N)c(C(=O)NCc3ccco3)c3nc4ccccc4nc32)cc(OC)c1OC | 14 | -14 | -3 | -1 | 9 | 2.0 | 4 | -2 | 3
COc1ccc2[nH]c3c(c2c1)CCN1C(=O)C(CC(=O)NCCCN(C)C)C[C@H](C(=O)N2CCCCC2)[C@@]31C (stereo partly specified) | 1 | · | · | -3 | -20 | -1.1 | · | 18 | ·
CN(Cc1c(F)cccc1Cl)C(=O)c1ccc(NC(=O)CC2SC(N3CCCCC3)=NC2=O)cc1 (stereo unspecified) | -7 | -10 | -4 | -1 | 10 | -0.9 | 18 | -8 | -2

An excerpt of these results, tab-delimited:
Structure	tim10-1 inh	APJ antagonist	MIN6 prolif	GRIN3A LBD mod	TIM10 inh	MPTP inh	NALP3 yeast inh	tim23-1 inh	APJ ag
CCN(CCCNS(=O)(=O)c1ccc2c(c1)CCN2C(C)=O)c1cccc(C)c1	4	-3	-1	-11	-6	2.2	7	0	0
CCCC(=O)n1nc(-c2ccc(Cl)cc2)nc1SC	9	0	0	2	19	-1.6	18	13	-3
Oc1ccccc1CN1CCCC(N2CCc3ccccc3C2)C1 (stereo unspecified)	-15	20	-2	1	-1	0.3	20	5	-3
CN(Cc1ccccc1)C(=O)CCS(=O)(=O)c1ccc2c(c1)oc(=O)n2C	20	9	6	-1	0	-0.8	5	14	-2
Cc1coc2cc3oc(=O)c(CCC(=O)NCC(=O)O)c(C)c3cc12	-7	8	-2	0	9	-0.3	-9	3	-2
Nc1nc(Nc2cccc(F)c2)nc(NCCO)c1[N+](=O)[O-]	-38	17	3	1	-4	2.0	17	10	2
CC(=NC(C)C)C1=C(O)C(C)OC1=O (stereo unspecified)	-4	12	-3	-2	4	-0.2	7	5	-2
COc1ccc(N(C)S(=O)(=O)c2ccc3c(c2)CC(C)N3C(=O)C2CC2)c(OC)c1 (stereo unspecified)	25	5	-3	0	17	0.9	-4	38	-3
COc1cc(-n2c(N)c(C(=O)NCc3ccco3)c3nc4ccccc4nc32)cc(OC)c1OC	14	-14	-3	-1	9	2.0	4	-2	3
COc1ccc2[nH]c3c(c2c1)CCN1C(=O)C(CC(=O)NCCCN(C)C)C[C@H](C(=O)N2CCCCC2)[C@@]31C (stereo partly specified)	1	·	·	-3	-20	-1.1	·	18	·
CN(Cc1c(F)cccc1Cl)C(=O)c1ccc(NC(=O)CC2SC(N3CCCCC3)=NC2=O)cc1 (stereo unspecified)	-7	-10	-4	-1	10	-0.9	18	-8	-2

(next part)
SMILES | tim10-1 inh | APJ antagonist | MIN6 prolif | GRIN3A LBD mod | TIM10 inh | MPTP inh | NALP3 yeast inh | tim23-1 inh | APJ ag
CC(=O)c1coc2c1cc(O)c1ccccc12 | 25 | -25 | -5 | 2 | 8 | 2.1 | 17 | 12 | 7
Cc1ccc(CN2CCN(Cc3cn[nH]c3-c3ccccc3)CC2CCO)o1 (stereo unspecified) | 5 | 5 | -3 | 0 | -13 | 1.4 | 4 | 10 | 0
O=C(CNC(=O)c1ccc(Br)cc1)NC1CC1 | 12 | -20 | -2 | 0 | -2 | -0.8 | 8 | 3 | -3
CCOc1ccc(CN(C(=O)c2cc(=O)c3cc(C)cc(C)c3o2)C2CCS(=O)(=O)C2)cc1 (stereo unspecified) | 7 | 16 | -3 | -1 | 6 | 0.6 | 10 | 10 | -2
Cc1sc2ncnc(NC(C)C(=O)O)c2c1C (stereo unspecified) | 3 | 1 | 1 | -1 | -23 | -0.3 | 7 | 11 | -1
COC(=O)Nc1ccc(S(=O)(=O)N2CCCCC2C(=O)NCc2ccco2)cc1 (stereo unspecified) | 22 | 4 | -4 | 2 | -16 | 0.2 | 8 | 8 | -4
CCC(=O)OCCNc1cc(Sc2nc3ccccc3s2)c2nonc2c1[N+](=O)[O-] | 93* | 68* | -6 | -21 | 77* | 5.2 | 32 | 28 | -5
Cc1ccc(S(=O)(=O)N2CCN(C(=O)CCc3c[nH]c4ccccc34)CC2)c(C)c1 | 7 | -8 | 6 | 2 | 10 | -3.7 | 3 | 27 | -2
COc1cc2sc3cc(NCc4ccc(C)o4)ccc3c(=O)c2cc1OC | 20 | -7 | -5 | 2 | 14 | -0.3 | 30 | 58* | 3
O=C(c1ccccc1F)N1CCC(O)(c2cccnc2)CC1 | 17 | -6 | 0 | -4 | 9 | -2.6 | 24 | 5 | 1
O=C(CSc1nnc(N2CCCC2)n1-c1ccccc1Cl)N1CCN(c2ccccn2)CC1 | -4 | 7 | 2 | 0 | 9 | -3.1 | 11 | 12 | -2
CCCNS(=O)(=O)c1ccc(-n2cnnn2)c(OC)c1 | -4 | -24 | 3 | -1 | -12 | -1.6 | -3 | 8 | -1
COc1ccc2nc(SCC(N)=O)cc(C)c2c1 | 25 | -13 | -3 | 0 | 8 | -1.6 | 17 | 6 | -1
COc1ccc(-n2c3c(cc(C(=O)NNc4ccccc4)c2=O)C(=O)CC(C)(C)C3)cc1 | -41 | 2 | 0 | -4 | -32 | -0.7 | 16 | 20 | -2
Cc1cc2c(=O)n(Cc3ccco3)c(SCC(=O)N3CCCc4ccccc43)nc2s1 | 31 | 18 | -4 | 0 | 25 | 4.6 | 2 | 42 | 1
Cc1ccc(-c2ccc(C(=O)NCc3ccccc3)o2)c2ccccc12 | 23 | -20 | -7 | -12 | 2 | -0.2 | 31 | 0 | 7
CCC(C(=O)NCc1cccc(C)c1)n1nc(C)c2c(C)n(-c3ccccc3)nc2c1=O (stereo unspecified) | 18 | -25 | 2 | 0 | 4 | -1.0 | 7 | 17 | -5
CCCCC1CCC(C(=O)NC2CCS(=O)(=O)C2)CC1 (stereo unspecified) | 10 | 1 | -1 | 1 | -4 | 1.2 | 16 | 0 | -5
COc1cccc(C2CC(c3cccc(NS(C)(=O)=O)c3)=NN2C(=O)c2ccccc2)c1OC (stereo unspecified) | 20 | -11 | -1 | -6 | 15 | 0.9 | 4 | 18 | 2
O=C(Nc1cccc(F)c1)N1CC=C(n2c(=O)[nH]c3ccccc32)CC1 | 6 | 8 | -3 | -1 | -7 | -0.6 | -5 | -2 | -1
CCOC(=O)[C@H]1[C@H]2COc3ccccc3[C@@H]2N2C(=O)c3ccc(C)cc3NC(=O)[C@@]12C | -17 | -5 | -5 | -1 | -5 | -1.7 | 23 | 2 | -3
CC(C)CCN1CCN(Cc2nc3c(s2)CCCC3)CC1CCO (stereo unspecified) | 7 | 15 | -1 | -3 | 7 | -0.6 | 15 | -58 | -1
Nc1ncnc2c1ncn2[C@@H]1O[C@H](CNCc2ccccc2OCc2ccc(Cl)cc2Cl)[C@@H](O)[C@H]1O | 5 | -2 | -2 | 1 | 10 | -1.9 | -6 | 11 | -4
COc1ccc(OC)c(CNC(=O)C2CCN(S(C)(=O)=O)CC2)c1 | -11 | 11 | 0 | -1 | 10 | -4.2 | 17 | 10 | 0
CN1/C(=C\C(=O)C[n+]2cccc(C(N)=O)c2)C(C)(C)c2ccccc21 | 11 | 13 | -3 | 1 | -8 | 0.3 | 15 | -2 | 0
CCOC(=O)N1CCN(C(=O)CSc2nnc(CNC(=O)c3ccccc3F)o2)CC1 | 11 | 17 | 0 | 0 | -3 | -1.9 | 2 | 10 | 3
